# G6PDH counter: L. mesenteroides G6PDH inhibitors, counter-screen for G6PDH-coupled screening assays, biochemical, Leuconostoc mesenteroides enzyme; glucose-6-phosphate dehydrogenase [Leuconostoc mesenteroides]; Purified L. mesenteroides G6PDH, diaphorase/resazurin coupled fluorescence, 45 min; inhibition, % at 5 µM; hit rate 0.12% among 200,000; AID 1020, 2008; in the data active = inhibition above about 50%
# FLuc stim CS: FLuc activators, initial screening, artefact control for FLuc-dependent activation tests, biochemical, ATPlite luminescence; Luciferin 4-monooxygenase (Photinus pyralis), P08659; AID 1027, 2008; activation factor at 10 µM; ATPlite luciferase biochemical, 10 min; 0 = ATP-free wells, 1 = DMSO control; 200,000 tested, under 10 active;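 active = luciferase activation factor, scaled between plate controls, of at least 2 with compound at 10 µM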
#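 test system = cell-free luciferase reagent | medium = PBS as buffer for the ATP substrate | dosing = test compounds dosed from 2 mM stocks in 100% DMSO | incubation = 10 min at ambient temperature | detection = luminescence measurement of luciferase light output | benchmarks = low control with PBS replacing ATP, high control enzyme plus ATP without compound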
# APP 5'UTR act: activators of APP 5'UTR luciferase reporter, primary screen, SH-SY5Y cells; AID 1276, 2008; hit rate 1% among 190,000; SH-SY5Y APP 5'UTR luciferase reporter, luminescence; zero percent = DMSO vehicle wells; activation, % at 2 µM;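 active = activation above a set limit, based on mean plus 3 SD of controls, cut at about 140% in these data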; also: values of inactives mirror those of a sister screen read the other way
# APP transl inh: inhibitors of APP translation via 5'UTR reporter, primary screen, APP 5'UTR luciferase, SH-SY5Y cells | SH-SY5Y APP 5'UTR-luciferase reporter, luminescence | inhibition, % at 2 µM | hit rate 0.82% among 190,000;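 active = inhibition above a set limit, derived from the sample mean plus 3 SD, cut at about 45% in these data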; also: values of inactives mirror those of a sister screen read the other way
# FLuc inh counter: firefly luciferase enzyme inhibitors, primary screen, artefact control for luciferase-based inhibitor screens, biochemical, luminescence, ATPLite; 10 min; inhibition, % at 10 µM; hit rate 1.5% among 200,000;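 active = inhibition above about 50% when tested at 10 µM, limit read from the data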
# Diaph inh CS: diaphorase inhibitors and chemical oxidizers, primary screen, counter-screen for diaphorase-coupled primary assays, biochemical, uHTS, resorufin fluorescence. diaphorase resazurin-to-resorufin fluorescence, NADH, 16 min; bacterial (C. kluyveri) enzyme, not human. inhibition, % at 20 µM. hit rate 0.69% among 190,000. AID 1217, 2008;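 active = primary screen inhibition at 20 µM above a set limit, cut at about 50% in these data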;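 also: plate controls were DMSO with full reaction for no effect and wells lacking NADH for full effect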
#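 Test system: bacterial diaphorase enzyme (C. kluyveri); Quantity: 0.14 U/mL diaphorase, enzyme working solution; Times: reaction incubation of 16 min at room temperature; Measured by: fluorescence of resorufin formed from resazurin, Ex 544/Em 590 nm; Benchmarks: positive control minus NADH, DMSO neutral control.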
# NF-kB neuron act: activators of NF-kB expression in neurons, primary screen, cell-based, HTS | human neuronal cells, NF-kB reporter expression; stronger effect = higher value | fold change at 12.5 µM | hit rate 1.6% among 190,000 | AID 1239, 2008; in the data active = fold change above about 3.3
# TLR4 MyD88 comp: inhibitors of TLR4-MyD88 association in cells, primary screen, cell-based, HeLa CL3-4, BLA complementation, FRET ratio. inhibition, % at 8.4 µM. hit rate 0.18% among 200,000. HeLa CL3-4 TLR4/MyD88 BLA complementation. Toll-like receptor 4 (Homo sapiens) + Myeloid differentiation primary response protein …; in the data active = inhibition above about 25%;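 also: 0% = vehicle and 100% = reference inhibitor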
# Target sequence (O00206 whole entry, looked up): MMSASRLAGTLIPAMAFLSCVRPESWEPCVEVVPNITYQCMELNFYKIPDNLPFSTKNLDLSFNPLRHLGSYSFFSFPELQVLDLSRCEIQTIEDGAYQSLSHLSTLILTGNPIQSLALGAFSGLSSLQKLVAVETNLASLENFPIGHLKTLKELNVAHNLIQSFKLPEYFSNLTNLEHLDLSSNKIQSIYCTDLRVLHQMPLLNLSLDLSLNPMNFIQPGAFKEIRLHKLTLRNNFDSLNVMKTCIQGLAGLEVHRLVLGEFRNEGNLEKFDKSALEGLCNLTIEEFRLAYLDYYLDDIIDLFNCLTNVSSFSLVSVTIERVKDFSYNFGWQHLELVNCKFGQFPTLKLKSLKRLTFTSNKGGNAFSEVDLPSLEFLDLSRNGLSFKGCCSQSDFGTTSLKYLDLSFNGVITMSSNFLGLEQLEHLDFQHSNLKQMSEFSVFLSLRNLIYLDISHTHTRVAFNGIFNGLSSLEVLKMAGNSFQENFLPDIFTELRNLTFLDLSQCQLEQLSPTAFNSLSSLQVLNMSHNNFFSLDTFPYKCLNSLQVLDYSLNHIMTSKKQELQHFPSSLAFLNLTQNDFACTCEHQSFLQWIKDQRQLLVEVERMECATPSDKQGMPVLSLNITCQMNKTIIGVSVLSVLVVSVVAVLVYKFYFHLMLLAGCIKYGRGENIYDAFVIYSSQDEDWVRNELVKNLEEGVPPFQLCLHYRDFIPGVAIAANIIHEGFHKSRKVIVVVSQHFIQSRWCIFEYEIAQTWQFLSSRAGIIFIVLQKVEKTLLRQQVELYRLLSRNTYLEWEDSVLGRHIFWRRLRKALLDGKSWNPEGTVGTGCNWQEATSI
# Target sequence (Q99836 whole entry, looked up): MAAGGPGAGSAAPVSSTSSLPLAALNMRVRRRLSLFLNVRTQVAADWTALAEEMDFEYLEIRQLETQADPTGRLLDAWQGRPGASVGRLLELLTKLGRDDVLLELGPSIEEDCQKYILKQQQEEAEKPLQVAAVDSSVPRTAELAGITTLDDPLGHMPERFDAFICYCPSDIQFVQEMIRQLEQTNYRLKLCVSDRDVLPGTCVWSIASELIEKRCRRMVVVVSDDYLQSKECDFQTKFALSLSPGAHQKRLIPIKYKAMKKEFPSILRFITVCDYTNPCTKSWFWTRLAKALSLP
# Diaph act CS: compounds boosting diaphorase resazurin reduction – biochemical, uHTS, resorufin fluorescence, counter-screen for diaphorase-coupled primary assays, primary screen | activation factor at 20 µM | AID 1229, 2008 | Diaphorase/resazurin coupled assay, 16 min; stronger effect = higher value; 1 = vehicle wells, 0 = NADH-free wells | hit rate 0.005% among 190,000;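 active = diaphorase activity raised at least twofold by the compound at 20 µM; inactive = activation factor below 2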
#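 Material: Clostridium kluyveri diaphorase, purified enzyme; Quantity: enzyme 0.07 U/mL final; Medium: HEPES pH 7.4 buffer with MgCl2 and Tween 20; Dosing: single compound dose of 20 µM, 1% DMSO final; Schedule: 16 min reaction at room temperature; Measured by: red resorufin fluorescence at 544/590 nm excitation/emission.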
# STAT1 act: STAT1 signaling activators, primary screen, cell-based, HTS, luciferase reporter. NIH 3T3 STAT1-luciferase reporter, IFN-gamma, luminescence; 100% = IFN-gamma alone, no compound. activation (% of control), % at 5.5 µM. hit rate 2.6% among 200,000;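 active = activation above the screen-wide mean activation plus 3 SD, cut at about 130% in these data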;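 also: raw ratio to IFN-gamma control signal so 100% means no change and 0% no light; values of inactives mirror those of a sister screen read the other way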
# * = called active by the depositor; · = not tested or not shown. Rows were taken by chance; any-hit rate near 5.6%.
# Results follow in this order: G6PDH counter | FLuc stim CS | APP 5'UTR act | APP transl inh | FLuc inh counter | Diaph inh CS | NF-kB neuron act | TLR4 MyD88 comp | Diaph act CS | STAT1 act
1	COC(=O)c1ccc(C(NC(=O)OCc2ccccc2)/C(F)=C/[C@@H](C)C(=O)NCc2ccc(-c3ccccc3)cc2)cc1 (some centres undefined)
→ 15 | 1 | -3 | 2 | -4 | 4 | 0.99 | -12 | 1 | 102
2	COc1ccccc1-n1cnnc1SC1CCOC1=O (centres undefined)
→ 1 | 1.1 | 22 | -22 | -6 | 7 | 0.96 | 5 | 0.9 | 100
3	COc1ccc(CNC(=O)/C=C/c2cc([N+](=O)[O-])ccc2OC(F)F)cc1
→ 0 | 1 | 1 | -1 | -4 | 14 | 1 | 14 | 0.9 | 101
4	COc1c(C(O)CC(C)C)ccc2c1C(=O)OCc1cc(C)cc(O)c1O2 (centres undefined)
→ 4 | 1 | -1 | 1 | -1 | 34 | 0.82 | -1 | 0.7 | 94
5	COc1ccccc1C/C(N)=N/OC(=O)c1ccc2c(c1)OCO2
→ 7 | 1 | 13 | -13 | 4 | 5 | 1.4 | -11 | 1 | 106
6	COc1cc(Cn2c(=O)oc3ccc(C)cc32)ccc1OC(C)C
→ 11 | 1.1 | 21 | -21 | -7 | -2 | 0.92 | -1 | 1 | 100
7	CCOC(=O)c1sc2nc(CC(=O)OC)nc(NCc3ccco3)c2c1C
→ -37 | 1 | -5 | 5 | -5 | 33 | 0.88 | 1 | 0.7 | 98
8	CCC1CCCCN1CCCNC(=O)c1ccc(CS(=O)(=O)Cc2ccccc2F)o1 (centres undefined)
→ -15 | 1.1 | -4 | 4 | -7 | -3 | 1.1 | 2 | 1 | 98
9	O=C(Nc1ccccc1)C(O)C(O)C(=O)Nc1ccccc1 (centres undefined)
→ 11 | 1.1 | 6 | -6 | -14 | 1 | 1.1 | 7 | 1 | 98
10	COc1ccc2[nH]c(=O)c(CN(CC3CCCO3)C(=O)Nc3ccccc3OC)cc2c1 (centres undefined)
→ 11 | 1 | -14 | 14 | 1 | 21 | 0.62 | 8 | 0.8 | 107
11	Cc1cccc(NC(=S)N(CCN2CCOCC2)Cc2cc3cc4c(cc3[nH]c2=O)OCO4)c1
→ 10 | 1.1 | -3 | 3 | -12 | 12 | 0.83 | -16 | 0.9 | 101
12	CC(C)c1cc(C(=O)N2CCCC(C(=O)c3ccc4ccccc4c3)C2)on1 (centres undefined)
→ 10 | 1.1 | -5 | 5 | -7 | 27 | 0.97 | -6 | 0.7 | 106
13	CCC(C)(C)NC(=O)C(c1ccccc1F)N(Cc1ccco1)C(=O)c1csnn1 (centres undefined)
→ 5 | 1.1 | 12 | -12 | -5 | 22 | 1.1 | -9 | 0.8 | 103
14	CCN1CCN(C(=O)c2ccc(Cl)c(S(=O)(=O)N3CCOCC3)c2)CC1
→ 1 | 1 | 21 | -21 | -2 | 9 | 0.88 | -12 | 0.9 | 102
15	Cc1ccc(C(=O)CSC2=C(C#N)C(c3ccco3)C3=C(CCCC3=O)N2)cc1 (centres undefined)
→ 7 | 1 | -46 | 46* | 0 | 32 | 1.6 | 1 | 0.7 | 103
16	CC(=O)Nc1cc(NC(C)=O)cc(C(=O)NC(C)(C)C)c1
→ 4 | 1.1 | 2 | -2 | -7 | 13 | 0.94 | -11 | 0.9 | 98
17	COc1ccccc1N1CCN(C(=O)Cc2cccs2)CC1
→ -4 | 1 | 17 | -17 | 4 | -4 | 1.2 | -7 | 1 | 90
18	CCOC(=O)CSc1nnc(CCc2nc3ccccc3[nH]2)n1C
→ -7 | 1 | 13 | -13 | -4 | 6 | 0.84 | 6 | 0.9 | 95
19	Cn1c(Oc2ccccc2NCc2cccc(Br)c2)cc(=O)n(C)c1=O
→ 7 | 1.1 | 1 | -1 | -6 | 20 | 0.96 | -13 | 0.8 | 90
20	CCn1c(SCC(=O)c2ccc(NS(=O)(=O)c3ccccc3)cc2)nnc1-c1cccs1
→ -26 | 1.1 | -6 | 6 | -6 | 22 | 1.2 | -9 | 0.8 | 96
21	COc1ccc(Cl)c(Cn2c(NCC(C)O)nc3c2c(=O)n(C)c(=O)n3C)c1 (centres undefined)
→ 16 | 1 | 0 | 0 | 0 | 9 | 1.1 | -20 | 0.9 | 88
22	Cc1cccc(NC(=O)C2CCCC2)c1
→ -4 | 1 | -3 | 3 | -3 | 10 | 1.3 | -11 | 0.9 | 96
23	Cc1oc(-c2cccc(F)c2)nc1CN1CCCCC1CCc1ccccn1 (centres undefined)
→ 13 | 1 | 8 | -8 | -3 | 6 | 0.85 | 1 | 0.9 | 90
24	O=C(O)CSCc1cn2cc(Cl)ccc2n1
→ 11 | 1.1 | -12 | 12 | -6 | -4 | 1.1 | 5 | 1 | 104
25	CCOC(=O)C1=C(C)Nc2nnnn2C1c1cccnc1 (centres undefined)
→ 1 | 1 | 9 | -9 | -2 | 2 | 0.87 | 15 | 1 | 101
26	COc1cc(NC(=O)COC(C)=O)c(C)cc1[N+](=O)[O-]
→ -6 | 1.1 | -2 | 2 | -5 | 3 | 1.1 | 0 | 1 | 92
27	Cc1ccc(C)c(NC(=O)Cc2coc3cc4c(cc23)CCC4)c1
→ 0 | 1 | -12 | 12 | -4 | 10 | 1 | -3 | 0.9 | 114
28	CCOC(=O)c1ccccc1NC(=O)c1c(F)c(F)c(F)c(F)c1F
→ 0 | 1.1 | -6 | 6 | -6 | 10 | 0.8 | 21 | 0.9 | 100
29	COc1ccc2sc(N3C(=O)CC(Cc4cccc(C)c4)C3=O)nc2c1 (centres undefined)
→ -1 | 1 | 0 | 0 | 0 | 12 | 1.1 | -3 | 0.9 | 94
30	O=C(CC1C(=O)NCCN1C(=O)Nc1ccccc1)Nc1ccc2c(c1)OCO2 (centres undefined)
→ 3 | 1.1 | -14 | 14 | -14 | 10 | 1.1 | 3 | 0.9 | 100

# APP transl inh: entries above that show a hit.
No. | mol | FLuc stim CS | APP 5'UTR act | APP transl inh | NF-kB neuron act | TLR4 MyD88 comp | STAT1 act
15 | Cc1ccc(C(=O)CSC2=C(C#N)C(c3ccco3)C3=C(CCCC3=O)N2)cc1 (centres undefined) | 1 | -46 | 46* | 1.6 | 1 | 103

# (next part)
# Results follow in this order: G6PDH counter | FLuc stim CS | APP 5'UTR act | APP transl inh | FLuc inh counter | Diaph inh CS | NF-kB neuron act | TLR4 MyD88 comp | Diaph act CS | STAT1 act
31	COCCCN(C(=S)NC(=O)C12CC3CC(CC(C3)C1)C2)c1c(N)n(Cc2ccccc2)c(=O)[nH]c1=O
→ 1 | 1.1 | -14 | 14 | -5 | 11 | 0.91 | -9 | 0.9 | 113
32	Cc1ccc(CSc2nnc(-c3ccccc3N)c(=O)[nH]2)cc1
→ 3 | 1 | -4 | 4 | 4 | 2 | 1.2 | 9 | 1 | 107
33	Cc1ccc2nc3c(cc(C(=O)NCCCn4ccnc4)n3C)c(=O)n2c1
→ 0 | 1.1 | -5 | 4 | -9 | -10 | 0.94 | 8 | 1.1 | 111
34	CC(=O)c1ccc(N2CCN(C(=O)CCCn3c(=O)[nH]c4ccccc4c3=O)CC2)cc1
→ 4 | 1.1 | -5 | 5 | -6 | 6 | 1.1 | -7 | 0.9 | 101
35	CN(CC(N)=O)S(=O)(=O)c1ccc(F)cc1
→ 1 | 1 | · | · | 0 | 2 | 0.91 | -1 | 1 | 108
36	O=C(CCc1nc(-c2ccccc2F)no1)NCc1ccco1
→ 2 | 1.1 | 11 | -10 | -7 | 6 | 1.1 | 2 | 0.9 | 104
37	Cc1ccc(C(=O)CNc2cccc([N+](=O)[O-])c2)cc1
→ 3 | 1 | 4 | -4 | 2 | 8 | 1.8 | 14 | 0.9 | 108
38	O=[N+]([O-])c1ccc2c(c1)[nH]c(=S)n2-c1ccccc1
→ 0 | 1.1 | -5 | 5 | -7 | 28 | 0.97 | -31 | 0.7 | 99
39	CC(=O)N1CCc2cc(S(=O)(=O)CCC(=O)NCc3ccc4c(c3)OCO4)ccc21
→ 3 | 1 | 25 | -25 | -4 | 13 | 1.1 | 2 | 0.9 | 100
40	COc1cc(NC(=O)C23CC4CC(C2)CC(n2cnc([N+](=O)[O-])n2)(C4)C3)cc(OC)c1
→ 5 | 1 | 21 | -21 | -3 | 18 | 0.88 | 8 | 0.8 | 98
41	Cc1c(-c2ccccc2)sc(Br)c1C(=O)N1CCOCC1
→ 1 | 1 | -4 | 4 | 0 | 4 | 0.92 | 12 | 1 | 101

# Grouped by structure: those above with a furan ring, fused or not.
# Results follow in this order: G6PDH counter | FLuc stim CS | APP 5'UTR act | APP transl inh | FLuc inh counter | Diaph inh CS | NF-kB neuron act | TLR4 MyD88 comp | Diaph act CS | STAT1 act
7	CCOC(=O)c1sc2nc(CC(=O)OC)nc(NCc3ccco3)c2c1C
→ -37 | 1 | -5 | 5 | -5 | 33 | 0.88 | 1 | 0.7 | 98
8	CCC1CCCCN1CCCNC(=O)c1ccc(CS(=O)(=O)Cc2ccccc2F)o1 (centres undefined)
→ -15 | 1.1 | -4 | 4 | -7 | -3 | 1.1 | 2 | 1 | 98
13	CCC(C)(C)NC(=O)C(c1ccccc1F)N(Cc1ccco1)C(=O)c1csnn1 (centres undefined)
→ 5 | 1.1 | 12 | -12 | -5 | 22 | 1.1 | -9 | 0.8 | 103
15	Cc1ccc(C(=O)CSC2=C(C#N)C(c3ccco3)C3=C(CCCC3=O)N2)cc1 (centres undefined)
→ 7 | 1 | -46 | 46* | 0 | 32 | 1.6 | 1 | 0.7 | 103
27	Cc1ccc(C)c(NC(=O)Cc2coc3cc4c(cc23)CCC4)c1
→ 0 | 1 | -12 | 12 | -4 | 10 | 1 | -3 | 0.9 | 114
36	O=C(CCc1nc(-c2ccccc2F)no1)NCc1ccco1
→ 2 | 1.1 | 11 | -10 | -7 | 6 | 1.1 | 2 | 0.9 | 104
